STK33 inh = inhibitors of human STK33 kinase; ADP-Glo luminescence, MBP substrate; AID 2322; 27,000 tested, 0.44% active; inhibition, % at 12.5 µM; in the data active means inhibition above about 20%
Target sequence (Q9BYT3 whole entry, looked up): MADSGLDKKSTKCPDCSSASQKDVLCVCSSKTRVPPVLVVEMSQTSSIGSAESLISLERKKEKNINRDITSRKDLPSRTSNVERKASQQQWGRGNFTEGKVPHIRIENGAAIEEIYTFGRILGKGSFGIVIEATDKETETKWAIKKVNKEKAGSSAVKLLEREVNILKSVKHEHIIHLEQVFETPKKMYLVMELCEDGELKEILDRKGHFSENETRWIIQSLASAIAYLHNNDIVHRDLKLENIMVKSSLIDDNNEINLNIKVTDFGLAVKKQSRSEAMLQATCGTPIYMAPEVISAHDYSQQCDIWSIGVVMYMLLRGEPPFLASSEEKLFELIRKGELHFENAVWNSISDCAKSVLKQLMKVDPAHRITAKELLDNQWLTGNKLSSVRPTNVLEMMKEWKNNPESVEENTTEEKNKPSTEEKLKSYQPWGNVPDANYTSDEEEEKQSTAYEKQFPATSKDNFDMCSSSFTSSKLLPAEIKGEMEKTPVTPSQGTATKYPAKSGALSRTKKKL
mut p53 react = re-activators of the mutant p53 pathway. activation, % at 9.98 µM. AID 624151. 28,000 tested, 1.5% active. SW480 PUMA-promoter luciferase, p53 mutant reactivation; in the data active means activation above about 52%
Active calls of the source: *; x = not tested or not shown.

Second line of a record – STK33 inh, mut p53 react
C[C@H](CO)N1C[C@H](C)[C@@H](CN(C)Cc2ccncc2)Oc2ccc(NC(=O)Nc3ccccc3)cc2C1=O
 : x, 6
COCCOC(=O)N1C(=O)[C@@]2(c3ccccc31)[C@H](C(=O)N1CCc3cc(OC)c(OC)cc3C1)[C@H]1C(=O)O[C@H](c3ccccc3)[C@H](c3ccccc3)N1[C@@H]2c1ccc(O)cc1
 : 3, x
C[C@@H]1CN([C@H](C)CO)C(=O)c2cc(NC(=O)CCN3CCOCC3)ccc2O[C@H]1CN(C)S(=O)(=O)c1ccc(F)cc1
 : x, 11
C[C@@H]1CN([C@H](C)CO)C(=O)c2cc(NC(=O)Cc3ccccc3)ccc2O[C@H]1CN(C)C(=O)Nc1ccccc1
 : -1, 7
C[C@H](CO)N1C[C@H](C)[C@H](CN(C)S(=O)(=O)c2ccc(F)cc2)Oc2ccc(NC(=O)Nc3ccc(C(F)(F)F)cc3)cc2CC1=O
 : 1, x
CC(C)NC(=O)N(C)C[C@H]1OCCCC[C@H](C)Oc2ccc(NC(=O)CCC(F)(F)F)cc2C(=O)N([C@@H](C)CO)C[C@H]1C
 : x, 9
CNC[C@@H]1Oc2ccc(NC(=O)NC(C)C)cc2CC(=O)N([C@H](C)CO)C[C@@H]1C
 : -3, 3
CC(C)COC(=O)N(C)C[C@H]1OCc2cnnn2CCCC(=O)N([C@H](C)CO)C[C@H]1C
 : 5, x
Cc1noc(C)c1NC(=O)Nc1ccc2c(c1)CC(=O)N([C@H](C)CO)C[C@H](C)[C@H](CN(C)C(=O)NC(C)C)O2
 : x, -4
S=C1NN(c2ccccc2)C2=C(CCC2)S1
 : x, -7
COc1ccc(C#Cc2ccc3c(c2)[C@]2(C(=O)N3)[C@H](c3ccccc3OCCO)N3[C@H](c4ccccc4)[C@H](c4ccccc4)OC(=O)[C@H]3[C@@H]2C(=O)NC[C@H](O)c2ccccc2)cc1
 : 9, x
COc1cc(/C(C)=C/C(C)=C\C(=O)O)oc(=O)c1C
 : -2, -28
CCn1c(SCC(=O)Nc2ccc3c(c2)OCCO3)nnc1-c1cccnc1
 : 0, -9
CNC[C@@H]1OCCCC[C@H](C)Oc2ccc(N(C)C)cc2C(=O)N([C@@H](C)CO)C[C@@H]1C
 : x, -3
O=C(CSCc1cc(=O)[nH][nH]1)Nc1ccc(F)cc1
 : 0, -1

A second format for part of the listing above:
CNC[C@@H]1Oc2ccc(NC(=O)NC(C)C)cc2CC(=O)N([C@H](C)CO)C[C@@H]1C
  STK33 inh: -3	mut p53 react: 3

CC(C)COC(=O)N(C)C[C@H]1OCc2cnnn2CCCC(=O)N([C@H](C)CO)C[C@H]1C
  STK33 inh: 5	mut p53 react: x

Cc1noc(C)c1NC(=O)Nc1ccc2c(c1)CC(=O)N([C@H](C)CO)C[C@H](C)[C@H](CN(C)C(=O)NC(C)C)O2
  STK33 inh: x	mut p53 react: -4

S=C1NN(c2ccccc2)C2=C(CCC2)S1
  STK33 inh: x	mut p53 react: -7

(next part)
Second line of a record – STK33 inh, mut p53 react
Cc1nnc(SCc2cc(=O)[nH]c(Nc3nc(C)c4cccc(C)c4n3)n2)s1
 : 1, 22
C[C@@H]1CN([C@H](C)CO)C(=O)c2cc(NC(=O)Cc3ccccc3)ccc2O[C@H]1CN(C)Cc1ccncc1
 : 0, x
CCN1CCN(c2c(Cl)cccc2NC(=O)COc2ccc(OC)cc2)CC1
 : -1, -11
CCCn1nnc(NC(=O)COc2ccc(Cl)cc2C)n1
 : -3, 13
Cc1ccc(NC(=O)COc2ccccc2C)c([N+](=O)[O-])c1
 : 1, 109*
C[C@H](CO)N1C[C@H](C)[C@@H](CN(C)S(=O)(=O)c2cn(C)cn2)Oc2c(NC(=O)c3cnccn3)cccc2C1=O
 : x, 9
CC(C)(C)c1cc(O)c(C(C)(C)C)cc1O
 : 0, x
Cc1noc(C)c1NC(=O)Nc1ccc2c(c1)C(=O)N([C@@H](C)CO)C[C@H](C)[C@@H](CN(C)S(=O)(=O)c1ccccc1)O2
 : -1, x
COc1cccc(-c2ccc3c(c2)O[C@H](CN(C)C(=O)c2ccccc2F)[C@H](C)CN([C@@H](C)CO)S3(=O)=O)c1
 : x, -22
CCOC(=O)c1cnn(-c2ccccc2)c1NC(=O)C(C)(C)C
 : -3, x
CCCc1c(C(=O)O)c(O)cc2c1C(=O)c1c(O)cccc1C2=O
 : -2, -26
C[C@H]1CCCCO[C@@H](CN(C)C(=O)Nc2ccc3c(c2)OCO3)[C@@H](C)CN([C@@H](C)CO)C(=O)c2cc(NC(=O)Cc3ccccc3)ccc2O1
 : x, -3
COc1ccc(NC(=O)N(C)C[C@H]2OCCCC[C@H](C)Oc3ccc(NS(=O)(=O)c4ccc(F)cc4)cc3C(=O)N([C@@H](C)CO)C[C@H]2C)cc1
 : x, 8
COc1cc(OC)cc(-c2nnc(SCC(=O)Nc3ccc(I)cc3)o2)c1
 : -5, 25
O=C(CSc1ncc(-c2ccccc2)nn1)c1ccc(Br)cc1
 : 1, -4
C[C@@H]1CN([C@H](C)CO)C(=O)Cc2cc(NC(=O)CCN3CCOCC3)ccc2O[C@@H]1CN(C)Cc1ccc(Oc2ccccc2)cc1
 : -1, x
COc1ccc(C)cc1NC(=O)CSc1nc(C)cc(-c2ccccc2)n1
 : 5, 9
COc1ccc(S(=O)(=O)N(C)C[C@@H]2Oc3ccc(NC(=O)Nc4c(C)noc4C)cc3C(=O)N([C@@H](C)CO)C[C@H]2C)cc1
 : x, 20
CC(Oc1ccc(Cl)cc1Cl)C(=O)NC(=S)Nc1cccc(NC(=O)c2cccs2)c1 (stereo not drawn)
 : -3, -7
C[C@@H]1CN([C@H](C)CO)C(=O)c2cccc(NC(=O)Nc3cccc4ccccc34)c2O[C@@H]1CN(C)S(=O)(=O)c1cn(C)cn1
 : x, 1
CCc1ccc(OCC(=O)Nc2cccc3ncccc23)cc1
 : 0, 7
COc1ccc(S(=O)(=O)N(C)C[C@H]2Oc3ccc(NS(=O)(=O)c4cccs4)cc3CC(=O)N([C@H](C)CO)C[C@@H]2C)cc1
 : x, 8
O=C(CSc1nc(O)cc(=O)n1-c1ccccc1)Nc1cccc2ccccc12
 : 1, -10
C[C@@H]1CN([C@@H](C)CO)C(=O)CCCn2nncc2CO[C@H]1CN(C)C(=O)Nc1ccc(C(F)(F)F)cc1
 : -4, x
COC(=O)c1ccc(NC(=O)CN(C)S(=O)(=O)c2ccccc2)cc1
 : -4, -3
O=C(N[C@H](CO)[C@H](O)c1ccc([N+](=O)[O-])cc1)C(Cl)Cl
 : -1, 1
CCCC(O)C#Cc1cnc2c(c1)C(=O)N([C@H](C)CO)C[C@H](C)[C@H](CN(C)C(=O)NC1CCCCC1)O2 (stereo partly drawn)
 : -3, x
CCCC1=CC(=O)C(O)C1O (stereo not drawn)
 : 2, 12
C[C@@H]1CCCCO[C@@H](CN(C)C(=O)Nc2ccc(C(F)(F)F)cc2)[C@@H](C)CN([C@H](C)CO)C(=O)c2cc(NC(=O)Nc3ccc(C(F)(F)F)cc3)ccc2O1
 : 0, x
C[C@H]1CN([C@@H](C)CO)C(=O)Cc2cc(NS(C)(=O)=O)ccc2O[C@H]1CN(C)Cc1ccc(-c2ccccc2)cc1
 : -2, 6
C[C@@H]1CN([C@@H](C)CO)C(=O)Cc2cc(NC(=O)C3CC3)ccc2O[C@H]1CN(C)Cc1ccc(C(F)(F)F)cc1
 : x, 3
Cc1onc(-c2ccccc2Cl)c1C(=O)NCc1ccc(N2CCCC2=O)cc1
 : -2, -2
COc1ccc(NC(=O)Nc2ccc3c(c2)CC(=O)N([C@@H](C)CO)C[C@H](C)[C@H](CN(C)Cc2ccccc2)O3)cc1
 : 4, x
O=C(O)c1cccc(CSc2nnc(-c3ccc(Cl)cc3)o2)c1
 : -1, -21
C[C@H]1CN([C@@H](C)CO)C(=O)CCCn2nncc2CO[C@@H]1CN(C)S(=O)(=O)c1ccc(F)cc1
 : -11, x
COc1c2ccoc2nc2c(OC)c(OC[C@@H](O)C(C)(C)O)ccc12
 : -9, 0
NCCNc1ccc([N+](=O)[O-])c(Sc2nc3ccccc3[nH]2)c1
 : -2, -18
CCn1c(SCC(=O)Nc2cccc(OC)c2)nnc1-c1ccc(Br)cc1
 : -1, 6
CN(C)CCCC[C@@H]1NC(=O)[C@@H]2C[C@H](C(=O)O)[C@H](c3cccc(OCCO)c3)N2C1=O
 : 0, x
Cc1noc(C)c1NC(=O)Nc1ccc2c(c1)C(=O)N([C@H](C)CO)C[C@H](C)[C@@H](CN(C)S(=O)(=O)c1ccc(Cl)cc1)OCCCC[C@@H](C)O2
 : 2, -2
O=C(Nc1ccccc1)c1ccc(NCC2CCCO2)c(S(=O)(=O)N2CCOCC2)c1 (stereo not drawn)
 : 3, -1
CNC[C@H]1OCCCC[C@@H](C)Oc2ccc(NC(=O)Nc3ccc(F)cc3)cc2C(=O)N([C@H](C)CO)C[C@@H]1C
 : -7, 1
Cc1noc(C)c1S(=O)(=O)Nc1ccc2c(c1)C(=O)N([C@H](C)CO)C[C@@H](C)[C@@H](CN(C)S(=O)(=O)c1ccc(F)cc1)OCCCC[C@@H](C)O2
 : x, -22
C[C@@H]1CCCCO[C@@H](CN(C)C(=O)Nc2ccccc2)[C@H](C)CN([C@@H](C)CO)C(=O)c2cc(NC(=O)CCCN(C)C)ccc2O1
 : x, 1
Cc1noc(C)c1S(=O)(=O)N(C)C[C@@H]1OCCCC[C@@H](C)Oc2ccc(NC(=O)Cc3ccccc3)cc2C(=O)N([C@H](C)CO)C[C@@H]1C
 : 0, x
C[C@H](CO)N1C[C@H](C)[C@@H](CN(C)C(=O)Nc2ccccc2)Oc2c(NC(=O)c3nc4ccccc4s3)cccc2C1=O
 : x, 0
CN(CC(=O)Nc1ccccc1C#N)S(=O)(=O)c1ccc2ccccc2c1
 : 1, 0
Cc1c(C(=O)C2C(=O)C(=O)N(Cc3cccnc3)C2c2cccs2)cnn1-c1ccccc1 (stereo not drawn)
 : 2, 43
C[C@H](CO)N1C[C@H](C)[C@H](CN(C)C)Oc2ccc(NC(=O)Nc3ccc4c(c3)OCO4)cc2CC1=O
 : -1, -1
CCOC(=O)c1c(-c2ccc(Cl)cc2)csc1NC(=O)C1CCCCC1C(=O)O (stereo not drawn)
 : -4, 12
CCc1c(O)nc(SC2CC(=O)N(c3ccc(F)c(Cl)c3)C2=O)[nH]c1=O (stereo not drawn)
 : 2, 9
C[C@H]1CN([C@@H](C)CO)C(=O)Cc2cc(NC(=O)Nc3ccc(C(F)(F)F)cc3)ccc2O[C@@H]1CN(C)Cc1ccc(C(F)(F)F)cc1
 : -1, x
CS(=O)(=O)N(CC(=O)NC1CCCCCC1)c1ccc(F)cc1
 : 3, x
C[C@H]1CN([C@@H](C)CO)C(=O)c2ccccc2-c2ccccc2CO[C@@H]1CN(C)C(=O)Nc1cccc(F)c1
 : x, 15
CCN(CC(=O)Nc1ccc2c(c1)OCCO2)S(=O)(=O)c1ccc(C)cc1
 : -1, 6
Cc1ccc2nc(NCCCO)[nH]c2c1
 : 3, 4
CCc1cc2c(=O)n(CC(=O)Nc3cc(OC)ccc3OC)cnc2s1
 : 1, -7
C[C@@H]1CN([C@H](C)CO)C(=O)c2cc(C#CC3CC3)cnc2O[C@H]1CN(C)Cc1ccccc1C(=O)O
 : x, -4
COc1ccc2nc(SCC(=O)NC3CCCCCC3)[nH]c2c1
 : -6, 2
Cc1ccc(S(=O)(=O)N(C)C[C@H]2Oc3ccc(NS(=O)(=O)c4cn(C)cn4)cc3CC(=O)N([C@@H](C)CO)C[C@H]2C)cc1
 : 0, x

Going on with the list:
Second line of a record – STK33 inh, mut p53 react
COCC(=O)N(C)C[C@@H]1Oc2ncc(-c3ccccc3F)cc2C(=O)N([C@@H](C)CO)C[C@@H]1C
 : x, 4
C[C@@H]1CCCCO[C@H](CN(C)S(=O)(=O)c2ccc(Cl)cc2)[C@@H](C)CN([C@H](C)CO)C(=O)c2cc(NS(=O)(=O)c3cccs3)ccc2O1
 : -1, x
COc1ccc(S(=O)(=O)N(C)C[C@H]2Oc3c(NS(=O)(=O)c4cccs4)cccc3C(=O)N([C@@H](C)CO)C[C@H]2C)cc1
 : x, -4
C[C@@H]1CCCCO[C@H](CN(C)C(=O)c2ccccc2)[C@@H](C)CN([C@@H](C)CO)C(=O)c2cc(NS(=O)(=O)c3cn(C)cn3)ccc2O1
 : x, 5
C[C@@H]1CN([C@@H](C)CO)C(=O)c2cccc(NC(=O)c3nc4ccccc4s3)c2O[C@H]1CN(C)S(=O)(=O)c1ccccc1
 : x, -1
Cc1ccccc1-c1ccc2c(c1)O[C@@H](CN(C)C(=O)Nc1ccc(F)cc1)[C@H](C)CN([C@H](C)CO)S2(=O)=O
 : x, -27
Cc1ccc(S(=O)(=O)N(C)C[C@@H]2Oc3ccc(NC(=O)c4ccncc4)cc3CC(=O)N([C@H](C)CO)C[C@H]2C)cc1
 : 1, x
C[C@H](CO)N1C[C@H](C)[C@H](CN(C)C(=O)c2ccc3c(c2)OCO3)Oc2ncc(/C=C/c3ccccc3)cc2C1=O
 : x, -2
C[C@H]1CN([C@@H](C)CO)C(=O)CCCn2cc(nn2)CO[C@H]1CN(C)C(=O)Nc1ccc(C(C)(C)C)cc1
 : -2, 0
CCCC#Cc1cnc2c(c1)C(=O)N([C@@H](C)CO)C[C@H](C)[C@H](CN(C)C(=O)c1cccc(F)c1)O2
 : x, 2
COc1ccc(CN(C)C[C@H]2Oc3ccc(NC(=O)Cc4ccccc4)cc3C(=O)N([C@H](C)CO)C[C@@H]2C)cc1
 : x, 3
Cc1ccccc1-c1nnc(SCC(=O)Nc2ccc(Br)cc2F)n1C
 : 0, -10

Whole records as entered above. Order of values: STK33 inh	mut p53 react
CCCC#Cc1cnc2c(c1)C(=O)N([C@@H](C)CO)C[C@H](C)[C@H](CN(C)C(=O)c1cccc(F)c1)O2 in the list: x	2
C[C@H](CO)N1C[C@H](C)[C@H](CN(C)C(=O)c2ccc3c(c2)OCO3)Oc2ncc(/C=C/c3ccccc3)cc2C1=O in the list: x	-2
Cc1ccc(S(=O)(=O)N(C)C[C@@H]2Oc3ccc(NC(=O)c4ccncc4)cc3CC(=O)N([C@H](C)CO)C[C@H]2C)cc1 in the list: 1	x

These rows are one share of the data (hit frequency here may not be typical).
